GASC-1 inh: human JMJD2C demethylase inhibition; Q9H3R0; GST-JMJD2C(1-420) H3K9me3 demethylation, DELFIA europium; inhibition, % at 2.35 µM; 330,000 tested, 0.069% active; AID 2099;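 active = more than half of a compound's replicate wells show inhibition beyond 50%, single wells judged on their own value; inconclusive = some, but no more than half, of replicates pass 50% inhibition; inactive = no replicate passes 50% inhibition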;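 note: signal counts dimethyl H3K9 product captured on neutravidin plate; 0% = median of DMSO wells and 100% = 0.3 times that DMSO median; strong numbers were not always called active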
Target sequence (Q9H3R0 1-420 limits assumed): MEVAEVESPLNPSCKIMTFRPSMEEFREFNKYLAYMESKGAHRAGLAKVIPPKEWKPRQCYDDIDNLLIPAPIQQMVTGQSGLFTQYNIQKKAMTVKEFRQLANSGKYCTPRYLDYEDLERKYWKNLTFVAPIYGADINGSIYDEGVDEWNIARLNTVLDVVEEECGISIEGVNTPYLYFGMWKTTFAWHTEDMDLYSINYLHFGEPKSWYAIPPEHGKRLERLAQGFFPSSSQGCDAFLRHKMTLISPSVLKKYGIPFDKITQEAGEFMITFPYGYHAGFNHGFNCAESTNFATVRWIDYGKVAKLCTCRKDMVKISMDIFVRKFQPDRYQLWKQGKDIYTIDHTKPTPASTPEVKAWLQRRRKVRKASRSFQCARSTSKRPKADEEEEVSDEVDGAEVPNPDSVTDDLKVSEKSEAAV
Yeast superoxide: yeast age-related superoxide inhibition as caloric restriction mimetic; S. cerevisiae aged cells, superoxide DHE fluorescence; hits give low values; 330,000 tested, 0.18% active; superoxide response (% of plate mean), % at 10 µM;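 active = superoxide response under a set limit, about three screen SD below normal, cut at about 65% in these data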;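 note: yeast aged for seven days with compound at 30 °C before DHE staining; 100% = average MFI of all compound-treated wells on the plate with controls excluded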
TPT1 inh: blocks Candida albicans tRNA 2'-phosphotransferase; recombinant caTPT1, FP RNA substrate dephosphorylation; inhibition, % at 5 µM; 300,000 tested, 0.81% active;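 active = inhibition above the mean of all tested compounds plus 3 SD, set per screening campaign, cut at about 24% in these data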;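 note: plate controls were DMSO alone for no effect and ferristatin control at 100 nM for full effect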
PP1 inh: PP1-alpha (human) inhibition in PP5 counter-screen | purified PP1alpha, OMFP fluorescence | inhibition, % at 6.7 µM | 320,000 tested, 0.9% active;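 active = inhibition above the mean inhibition of all tested compounds plus 3 SD, computed separately for each screening campaign, cut at about 15% in these data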
Target sequence (P62136 whole entry, looked up): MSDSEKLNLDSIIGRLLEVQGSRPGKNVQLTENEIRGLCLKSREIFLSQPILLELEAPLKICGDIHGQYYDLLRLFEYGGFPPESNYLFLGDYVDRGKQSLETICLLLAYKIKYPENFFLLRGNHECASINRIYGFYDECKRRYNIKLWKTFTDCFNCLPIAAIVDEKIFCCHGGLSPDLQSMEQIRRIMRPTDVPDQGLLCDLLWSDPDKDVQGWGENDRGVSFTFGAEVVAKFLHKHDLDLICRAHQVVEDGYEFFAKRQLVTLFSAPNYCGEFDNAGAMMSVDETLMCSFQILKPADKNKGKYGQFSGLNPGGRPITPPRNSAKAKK
EBNA-1 inhibitor: blocks EBNA-1 binding to DNA | 300,000 tested, 0.34% active | inhibition, % at 14.8 µM | EBNA-1 DNA binding, fluorescence polarization; in the data active = inhibition above about 28%
PP5 primary: PP5 (human) phosphatase inhibition | inhibition, % at 6.7 µM | purified PP5c, OMFP substrate fluorescence | P53041 | 320,000 tested, 0.18% active;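 active = inhibition above the campaign's mean inhibition across all tested compounds plus 3 SD, cut at about 9.5% in these data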;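 note: 0% = DMSO only and 100% = 100 µM cantharidin control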
ZTA DNA inh: ZTA (EBV) inhibition in EBNA-1 counter-screen; 320,000 tested, 0.15% active; AID 2234; P03206; inhibition, % at 11 µM; ZTA-DNA binding, fluorescence polarization; in the data active = inhibition above about 33%
HCV core dimer: HCV core protein dimerization inhibition; TR-FRET GST/Flag-core106 dimerization, 1536-well; inhibition, % at 5 µM; 300,000 tested, 0.33% active; AID 1899;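 active = inhibition above the mean of all tested compounds plus 3 SD, set per screening campaign, cut at about 45% in these data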
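assay system = GST-tagged and Flag-tagged HCV core protein residues 1-106 | controls = unlabelled core106 and no-GST-core106 wells | incubation = compound-protein-antibody incubation 4 h at 22.5 °C | probe or stimulus = Eu donor and XL665 acceptor anti-tag antibodies | read-out = % inhibition based on acceptor/donor emission ratio | signal = TR-FRET 671 and 617 nm emission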
CTSL1 counter: blocks F. hepatica cathepsin L1 in PFM18AAP counter-screen. recombinant F. hepatica cathepsin L1, Z-Leu-Arg-MCA fluorescence. inhibition, % at 5.96 µM. 300,000 tested, 0.49% active;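 active = inhibition above the mean of all tested compounds plus 3 SD, set per screening campaign, cut at about 17% in these data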;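 note: 0% = plate median of test compound wells and 100% = 1 µM Z-Phe-Ala-diazomethylketone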
Active calls of the source: *; i = inactive; ? = inconclusive; . = not tested or not shown.

Every second line gives: PP1 inh	Yeast superoxide	GASC-1 inh	ZTA DNA inh	TPT1 inh	PP5 primary	HCV core dimer	CTSL1 counter	EBNA-1 inhibitor
1: O=C(COc1ccccc1)NC1CCSC1=O (configuration not stated)
    -6	113	-5	3	-3	0.6	4	5	-7
2: Cc1ccc(NC(=O)CN2CCOCC2)cc1C
    -3	94	-21	3	3	2.6	1	4	7
3: COc1ccccc1C(=O)N1CCN(C2CCN(Cc3ccccc3)CC2)CC1
    -2	89	12	-12	-5	0.1	1	-3	4
4: COc1ccc([N+](=O)[O-])cc1NC(=O)COC(=O)c1ccccn1
    -1	76	-5	0	1	3.7	2	-4	6
5: Cc1ccc(/C=N/NC(=O)c2c(-c3ccccc3)noc2C)c(O)c1
    0	105	3	0	-3	-1.2	0	2	9
6: COc1ccc(OC)c(NC(=O)Nc2ccc(Cl)cc2)c1
    2	100	3	5	1	4.4	3	2	-2
7: Cc1cc(C(=O)N/N=C/c2c(C)[nH]c3ccccc23)n[nH]1
    -5	116	2	0	0	0.4	2	4	4
8: CC1(CC(=O)N/N=C/c2cc(Br)c(O)cc2O)OCCO1
    -1	126	6	0	1	-1.3	-11	10	-8
9: Cn1cccc1C(=O)NC(=O)COC(=O)C12CC3CC(CC(O)(C3)C1)C2
    -1	89	5	-7	-6	0.5	-2	-11	-5
10: O=C(Cn1c2c(sc1=O)C1c3ccccc3OCC1CS2)Nc1ccc(Cl)c(Cl)c1 (configuration not stated)
    -1	105	-6	6	5	2.4	4	1	2
11: c1ccc(CN2CCC(Nc3ncnc4sccc34)CC2)cc1
    -2	96	1	-3	1	0.2	3	4	3
12: Cc1c(Cc2ccccc2)c(=O)oc2cc(OCC(=O)NC(Cc3ccc(Cl)cc3)C(=O)O)ccc12 (configuration not stated)
    11	90	?	0	-2	4.8	6	5	7
13: O=C(CSc1nnc(-c2ccco2)n1Cc1ccco1)NCc1ccccc1
    -4	110	2	-3	2	-0.2	-1	-2	-14
14: O=C(OC(C(=O)NCc1cccs1)c1ccccn1)c1cccs1 (configuration not stated)
    1	83	-3	-23	-4	2.4	1	-37	-5
15: CN(CC(=O)O)S(=O)(=O)c1ccc2c(c1)n(C)c(=O)c(=O)n2C
    -4	110	0	-4	-2	0.6	-1	6	0
16: CC(C)n1c(CN(C)Cc2ccccc2)nc2c1c(=O)n(C)c(=O)n2C
    0	96	?	-3	-2	1.1	-1	-3	-7
17: COC(=O)c1cn(S(=O)(=O)c2ccccc2)c2ccccc12
    4	104	-20	-1	-5	3.2	-2	3	4
18: FC(F)(F)c1cc(-c2ccco2)nc(N2CCOCC2)n1
    -3	97	0	8	-4	-0.3	-2	0	4
19: CCc1ccc(N(CC(=O)Nc2ccc(NC(C)=O)cc2)S(=O)(=O)c2ccccc2)cc1
    2	91	2	-3	-2	5.8	-1	1	-4
20: COc1ccc(N2C(=O)/C(=C\c3ccco3)N=C2SCC(N)=O)cc1Cl
    -3	88	-13	-5	14	0.0	12	7	-12
21: COC(=O)c1ccc(C)c(NC(=O)CCNC(=O)c2ccc([N+](=O)[O-])cc2)c1
    0	98	11	-5	-1	1.6	-7	-3	-6
22: COc1ccc(NC(=O)CSc2nc3ccsc3c(=O)n2CCCCCC(=O)O)cc1
    0	109	-3	15	3	0.5	5	1	-7
23: Cc1ccc(C)c(NC(=S)NCCSc2ccc(Cl)cc2)c1
    3	91	-10	-17	-2	2.3	-6	-1	-8
24: COC(=O)CNC(=O)c1cn(-c2ccc(C)c(C)c2)c(=O)c2ccccc12
    -3	95	-4	3	-3	-0.1	-13	5	2
25: O=C(NC1CCN(c2ncccn2)CC1)c1ccccc1Cl
    1	94	13	-18	-2	1.6	-3	-4	-2
26: COc1cccc(CNC(=O)c2ccccc2NC(=O)C2=C(C)OCCS2)c1OC
    1	118	-4	0	-2	1.7	-9	8	1
27: Cc1cc2ncn(S(=O)(=O)N3CCOCC3)c2cc1C
    2	98	0	2	0	2.6	3	-1	-4
28: CCO[C@H]1OC(C(N)=O)=C[C@@H](c2coc3ccccc3c2=O)[C@@H]1CCCO
    -2	91	3	-16	-3	1.7	-15	-2	3
29: CCn1c(SCC(=O)NCc2ccccc2)nnc1-c1cccnc1
    -3	119	1	-21	0	3.1	-4	-3	-10
30: CCCCC(=O)NCc1ccc2c(c1)cc(C)n2C
    -2	101	0	0	-2	3.2	-1	-3	-5

Remaining list, next part
Every second line gives: PP1 inh	Yeast superoxide	GASC-1 inh	ZTA DNA inh	TPT1 inh	PP5 primary	HCV core dimer	CTSL1 counter	EBNA-1 inhibitor
31: COc1ccccc1N1CCN(C(=O)C2CCN(S(=O)(=O)c3ccc(F)cc3)CC2)CC1
    -2	86	-15	23	-2	0.2	-1	-4	5
32: CS(=O)(=O)NCCSCc1ccco1
    -1	100	3	-4	1	-0.6	12	-1	4
33: CC(C)C(=O)N=c1sc2cc(F)cc(F)c2n1C
    4	87	1	-7	0	0.6	1	-3	17
34: CSc1ccc(CN(C)CC(=O)Nc2ccc(C)cc2Br)cc1
    0	106	-1	4	2	-0.4	1	-2	-3
35: CN1CCN(S(=O)(=O)c2ccc(Cl)c3ccccc23)CC1
    -1	92	-3	-1	-1	1.0	-3	-3	4
36: COc1ccc(NC(=O)OC(C)C)cc1
    -3	104	3	-11	2	0.0	1	1	-5
37: Cc1c(Cl)c([N+](=O)[O-])nn1CC(=O)NC(C)C1CC2CCC1C2 (configuration not stated)
    1	99	-8	-3	1	2.8	-6	0	1
38: CC(=O)Nc1ccc(S(=O)(=O)Oc2ccc(C(=S)N3CCCCC3)cc2)cc1
    2	90	-158	-13	-6	1.1	-5	1	4
39: COc1ccc(C(=O)C2CCCN(C(=O)c3csc(C(C)=O)c3)C2)c(C)c1 (configuration not stated)
    -4	105	22	-4	1	1.1	-3	1	-4
40: O=C(CN1CCCCC1)N1CCN(c2ccccc2)CC1
    0	98	-9	11	0	-1.4	5	-1	4
41: O=C(c1ccc(S(=O)(=O)N2CCCCCC2)cc1)N1CCN(c2ccccn2)CC1
    0	94	-3	2	-2	0.5	2	-1	-3
42: COc1ccccc1CCC(=O)OCc1csc(CC(=O)Nc2ccccc2C)n1
    -8	88	-10	0	0	1.9	9	-3	-6
43: Cc1cc(C)c(C#N)c(N2CCN(c3ccccc3)CC2)n1
    0	86	9	4	-1	2.9	9	4	-4
44: CC(C)(C)OC(=O)N1CCC(c2c(C(=O)O)cnn2-c2ccccc2Cl)CC1
    0	106	-3	-1	0	0.3	0	-3	0
45: CC(C#N)(NC(=O)CN1CCN(S(=O)(=O)c2ccccc2Cl)CC1)C1CC1 (configuration not stated)
    -3	70	2	-7	.	-1.2	.	.	.
46: Cc1cc2ncn(-c3ncnc4sc5c(c34)CCCC5)c2cc1C
    2	92	2	2	-1	1.7	18	1	3
47: COc1ccc(-n2c(SCC(N)=O)nnc2-c2ccco2)cc1
    3	101	3	-5	-3	-0.6	0	-2	-2
48: O=S(=O)(Cc1cccc(F)c1)c1c[nH]c2ccccc12
    -2	87	10	-5	-4	0.6	23	-1	9
49: CCC[C@@H](CN[C@@H](CNC)C(C)C)NCCCCc1ccccc1
    0	100	-17	-10	-2	1.8	-6	0	3
50: COC(=O)c1ccc(Sc2nnnn2-c2ccccc2)c([N+](=O)[O-])c1
    -4	108	-28	-11	2	-0.3	1	0	-5
51: CCOC(=O)c1cn(CC(=O)Nc2cccc(Cl)c2C)nn1
    -2	92	1	8	0	-0.1	0	1	9
52: CCOc1ccccc1N1CCN(C(=S)NCc2ccco2)CC1
    2	110	2	-3	-2	3.0	9	0	11
53: Cc1cc(C(=O)Cn2cc(C(F)(F)F)ccc2=O)c(C)n1-c1ccccc1
    -1	104	10	-2	2	1.3	4	5	-2
54: Cc1ccccc1OCCOC(=O)c1c(-c2ccccc2)noc1C
    -2	96	-33	5	-1	3.2	0	1	7
55: COc1ccc(NC2=C(Cl)C(=O)N(CCc3ccccc3)C2=O)c(OC)c1
    2	78	-1	16	2	-1.7	5	0	11
56: CCCCN(C(=O)Cc1coc2cc(C)c(C)cc12)c1c(N)n(Cc2ccccc2)c(=O)[nH]c1=O
    3	103	6	-17	-3	0.5	0	4	1
57: O=C(OCCN1C(=O)c2ccccc2C1=O)c1cccs1
    -5	95	-7	-4	-1	3.7	0	0	4
58: CNC(=O)c1ccc(NC(=O)CCc2c(C)noc2C)cc1
    -1	123	0	-11	.	2.6	.	.	.
59: COc1cccc(NC(=O)Cn2c3ccccc3c3nc4n(c(=O)c32)CCS4)c1
    -2	111	0	6	-4	-0.9	2	1	-7
60: CC1=C(C)CC(C(=O)Nc2nc(C)cs2)C(C(=O)O)C1 (configuration not stated)
    0	100	5	9	-1	0.8	10	1	1

Following part
Every second line gives: PP1 inh	Yeast superoxide	GASC-1 inh	ZTA DNA inh	TPT1 inh	PP5 primary	HCV core dimer	CTSL1 counter	EBNA-1 inhibitor
61: CCCCn1c(N)c(N(CC(C)C)C(=O)CN2C(=O)c3ccccc3C2=O)c(=O)[nH]c1=O
    4	103	-2	12	2	-2.6	5	4	-1
62: Clc1ccc(-n2nnnc2-c2cnc(-c3ccccn3)nc2-c2cccs2)cc1
    75*	80	1	-3	-2	4.2	10	2	4
63: COc1ccc(C(=O)N[C@H](C(=O)NCc2ccccc2)C(C)C)cc1
    0	101	0	2	-1	-0.1	8	-1	6
64: COc1cccc(C2CNC3(CCCC(C)C3)c3[nH]c4ccccc4c32)c1OC (configuration not stated)
    4	126	6	7	2	4.5	-7	2	-9
65: O=C(Cn1nnc(-c2ccncc2)n1)N1CCc2ccccc21
    -1	95	i	-5	1	3.7	5	0	0
66: CCOC(=O)c1cc(NC(=O)c2cccnc2)cc(C(=O)OCC)c1
    -6	99	-1	5	0	2.2	0	3	-9
67: O=C(C1=NN[C@@H]2C(=O)N(Cc3ccccc3)C(=O)[C@H]12)c1ccc(F)cc1
    -3	120	-7	-8	-2	2.3	2	3	-2

Screening data (PubChem BioAssay)
